G9a inh: inhibitors of human histone lysine methyltransferase G9a | Q96KQ7 | G9a H3K9 monomethylation, AlphaScreen, 2 h | Potency, µM (highest dose often 102 µM), without a hit: top-dose activity, negative = inhibition, most hits filed as inhibitors | 350,000 compounds, 8.8% hits | AID 504332; also: potency is read from the fitted curve at half-maximal effect; % is scaled to controls: 0 for no effect and ±100 for the full control effect; nearly all actives have a fitted effect of over 75% in size
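AlphaScreen detection with an anti-monomethyl H3K9 antibody quantified product after a 2 h room-temperature reaction containing 500 nM biotinylated H3K9 peptide, 20 µM SAM and 20 nM enzyme, which had been preincubated 15 min with compound.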
Pol eta inh: inhibitors of human DNA polymerase eta; Q9Y253; recombinant Pol eta, fluorescent DNA replication assay; Potency, µM (titrated, usually from 114 µM), for inactives: at the top dose activity change, negative = inhibition, usual class: inhibitors; 390,000 compounds, 1.2% hits; also: potency is read from the fitted curve at half-maximal effect; % is scaled to controls: 0 for no effect and ±100 for the full control effect
Target sequence (Q9Y253 whole entry, looked up): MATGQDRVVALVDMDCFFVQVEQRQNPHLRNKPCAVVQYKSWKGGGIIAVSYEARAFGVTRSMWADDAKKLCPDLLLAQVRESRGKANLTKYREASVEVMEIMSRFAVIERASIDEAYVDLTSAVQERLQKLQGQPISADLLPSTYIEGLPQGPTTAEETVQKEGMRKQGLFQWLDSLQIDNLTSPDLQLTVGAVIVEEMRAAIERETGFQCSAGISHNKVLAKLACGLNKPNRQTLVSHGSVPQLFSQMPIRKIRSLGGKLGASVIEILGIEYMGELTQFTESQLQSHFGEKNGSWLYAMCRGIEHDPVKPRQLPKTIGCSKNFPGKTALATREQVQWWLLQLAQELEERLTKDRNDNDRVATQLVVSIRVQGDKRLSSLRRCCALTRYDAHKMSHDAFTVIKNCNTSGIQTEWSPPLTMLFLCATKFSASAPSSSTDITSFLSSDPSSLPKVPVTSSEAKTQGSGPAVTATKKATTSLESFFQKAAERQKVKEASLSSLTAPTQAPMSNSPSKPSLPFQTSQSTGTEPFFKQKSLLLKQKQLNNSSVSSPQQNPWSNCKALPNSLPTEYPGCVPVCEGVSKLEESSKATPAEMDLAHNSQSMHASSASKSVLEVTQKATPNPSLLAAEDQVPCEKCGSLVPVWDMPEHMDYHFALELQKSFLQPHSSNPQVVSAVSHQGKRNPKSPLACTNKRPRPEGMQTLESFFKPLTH
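Pol eta at 10 nM preincubated with compounds 15 min at room temperature; reaction started with fluorescent substrate (50 nM final) and read kinetically at 0 and 10 min.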
PI4K2A inh: PI4K2A (human) kinase inhibition. Q9BTU6. purified PI4K2A, ADP-Glo luminescence, 1 h; hits give low values. activity change, negative = inhibition, % at 76.9 µM. 420,000 compounds, 0.13% hits; in the data active = activity change below about -50%; inconclusive = mostly about -30% to -49%;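 also: -100% = wells without enzyme as full effect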
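ADP-Glo luminescence measured ADP generated by PI4K2A enzyme (4 ug/mL before mixing) with 1.2 mM PI substrate (pre-mix) and 300 microM ATP (pre-mix). Tris pH7.5 buffer with MgCl2, Triton X-100; 1 h reaction at ambient temperature.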
Tb PGK inh: inhibitors of T. brucei phosphoglycerate kinase. P07378. Potency, µM (titrated, usually from 57.5 µM), for the others: top-dose activity change, negative = inhibition, most hits filed as inhibitors. 380,000 compounds, 0.043% hits. PGK/GAPDH coupled, Kinase-Glo luminescence, 60 min. AID 602233; also: potency is read from the fitted curve at half-maximal effect; % is scaled to controls: 0 for no effect and ±100 for the full control effect; nearly all actives have a fitted effect of over 60% in size
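Recombinant glycosomal PGK reaction used 1,3-bisphosphoglycerate generated in-well by GAPDH (100nM final) in 100mM TEA pH 7.6, 5mM MgCl2, 0.01% Tween-20. After 60 minutes at room temperature, ATP was read by Kinase-Glo Plus luminescence end-point.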
BAZ2B block: BAZ2B (human) inhibition; 360,000 compounds, 4.4% hits; Q9UIF8; AlphaScreen BAZ2B-H3K14Ac peptide displacement; Potency, µM (top dose mostly 114 µM), for the others: top-dose activity change, negative = inhibition, hits mostly inhibitors; also: potency is read from the fitted curve at half-maximal effect; % is scaled to controls: 0 for no effect and ±100 for the full control effect; nearly all actives have a fitted effect of over 60% in size
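Compounds, titrated to a top concentration of 110 uM, were incubated 30 min at room temperature with preformed BAZ2B/acetyl-K14 H3 peptide complex (50 nM each). Proximity signal was measured by AlphaScreen after 20 min with beads.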
GLS inh: glutaminase GLS (human) inhibition; O94925; GLS enzymatic activity, qHTS titration; Potency, µM (doses to about 45.5 µM), for the others: at the highest dose activity change, negative = inhibition, most hits filed as inhibitors; 410,000 compounds, 0.21% hits; AID 624170; also: potency is read from the fitted curve at half-maximal effect; % is scaled to controls: 0 for no effect and ±100 for the full control effect
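hKGA in 45 mM KH2PO4 (pH 8.2), 0.02% Tween-20 with compound, then 1mM L-Glutamine (stock as added) plus glutamate oxidase/HRP/Amplex red coupling mix. Fluorescence read initially and after 30 min at RT; signal change reflects glutamate formation.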
Pin1 inh: blocks the human prolyl isomerase Pin1 | Q13526 | Pin1 FP peptide displacement, HiFluor488, 10 min | Potency, µM (titrated, usually from 115 µM), for inactives: top-dose activity, negative = inhibition, hits mostly inhibitors | 390,000 compounds, 0.009% hits | AID 504891; active = well fitted inhibition curve with a large enough effect in the polarisation, with a control signal flat, not every such curve was filed as active; inconclusive = small, poorly fitted or top-dose-only effect, or effect the other way, or a change in a side signal; inactive = no such curve, though single readings can be large or run the other way; the % refers to the polarisation; also: potency is read from the fitted curve at half-maximal effect; % is scaled to controls: 0 for no effect and ±100 for the full control effect
Target sequence (Q13526 whole entry, looked up): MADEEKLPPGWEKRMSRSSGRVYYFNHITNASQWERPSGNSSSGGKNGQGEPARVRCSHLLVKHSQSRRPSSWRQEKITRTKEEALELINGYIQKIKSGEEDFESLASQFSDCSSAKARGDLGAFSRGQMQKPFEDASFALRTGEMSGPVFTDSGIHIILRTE
HP1b binding inh: inhibitors of HP1-beta chromodomain binding to methylated histone tails | P83916 | 390,000 compounds, 0.56% hits | AlphaScreen HP1-beta / biotin-H3K9me3 peptide binding | Potency, µM (titrated, usually from 114 µM), for inactives: at the highest dose activity change, negative = inhibition, actives largely listed as inhibitors; also: potency is read from the fitted curve at half-maximal effect; nearly all actives have a fitted effect of over 70% in size; inactives centre near 23
Target sequence (P83916 whole entry, looked up): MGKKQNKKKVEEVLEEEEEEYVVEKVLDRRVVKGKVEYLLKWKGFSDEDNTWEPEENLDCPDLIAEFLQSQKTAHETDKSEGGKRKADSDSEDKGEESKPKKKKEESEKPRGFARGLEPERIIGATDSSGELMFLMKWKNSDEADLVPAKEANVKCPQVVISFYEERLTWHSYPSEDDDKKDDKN
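AlphaScreen: HP1-beta (50 nM) preformed 30 min with biotin-H3(1-18)K9me3 peptide (50 nM) in PBS pH 7.4, 0.01% Tween-20. Compound added for 30 min at RT, then streptavidin donor/nickel chelate acceptor beads (10 ug/mL) for 30 min.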
JMJD2A Tudor: blocks the human JMJD2A Tudor domain; AlphaScreen JMJD2A-Tudor / H3K4me3 peptide binding; Potency, µM (titrated, usually from 114 µM), inactives show at the highest dose activity change, negative = inhibition, hits mostly inhibitors; 390,000 compounds, 4.4% hits; AID 504339; also: potency is read from the fitted curve at half-maximal effect; % is scaled to controls: 0 for no effect and ±100 for the full control effect; nearly all actives have a fitted effect of over 50% in size
Active calls of the source: *; i = inactive; ? = inconclusive; / = not tested or not shown; [ ] = another dose, or the depositor's remark. Unless noted, calls follow the shape of the dose curve; as a rule, active = well fitted curve in the direction sought with a large enough effect; inconclusive = small, poorly fitted or top-dose-only effect, or another doubt; inactive = no such curve, though single readings can be large; an effect the other way counts as inactive or inconclusive.

SMILES	G9a inh	Pol eta inh	PI4K2A inh	Tb PGK inh	BAZ2B block	GLS inh	Pin1 inh	HP1b binding inh	JMJD2A Tudor
CCc1nc(NCC2CCCO2)c(C#N)c2c1COC(C)(C)C2 (stereo not drawn)	-4%[59 µM]	-19%	0	5%	-3%	-2%	-8%	47%[activator]	12%
CC1=C(C(=O)OCC2CCCO2)C(c2coc3ccc(Cl)cc3c2=O)C2=C(CCCC2=O)N1 (stereo not drawn)	13%	-23%	4	8%	2%	4%	9%	22%	-6%[57.1 µM]
CCSc1ccc([C@@H]2[C@@H]3C(=O)N(C)C(=O)[C@@H]3[C@]3(C(=O)OC)CCCCN23)cc1	9%[2.33 µM]	-8%	-5	1%	-19%	-7%	6%	45%[activator]	-13%
COc1ccccc1C(=O)COC(=O)C1CCN(S(=O)(=O)c2ccccc2)CC1	/	-11%	-6	-1%	/	7%	/	/	/
O=C(CSc1nnnn1-c1ccccc1)NCC1(N2CCOCC2)CCCCC1	20%[12.7 µM]	-17%	0	-4%	-1%	9%	-3%	37%[activator]	2%
Cc1ccccc1-c1ncc(CN2CCN(C3CCCCC3)C(CCO)C2)cn1 (stereo not drawn)	-1%[12.7 µM]	-1%	-22	-7%	3%	10%	7%	16%	-12%
CCOc1ccc(N=C2NC(=O)C(CC(=O)O)S2)cc1 (stereo not drawn)	31%[12.7 µM]	-2%	-3	-5%	-6%	-8%	-5%	24%	5%
CN(CCc1ccccn1)C(=S)Nc1cccc(S(=O)(=O)N(C)C)c1	20%	1%	5	4%	-6%	6%	3%	12%	-14%
CCOc1ccc(C(=O)Nc2ccc(-c3nc4cc(C)ccc4o3)cc2)cc1	-3%[59 µM]	-16%	-8	-4%	3%	-11%	1%	44%[activator]	4%
CC(=O)c1c(C)oc2ccc(N(C(=O)Oc3ccccc3)S(=O)(=O)c3ccc(C(C)(C)C)cc3)cc12	-40%[59 µM]	-6%	-1	-1%	-20%	1%	4%	23%	-13%
CCCCc1ccc(NC(=O)c2cc(-c3ccc(C)c(F)c3)on2)cc1	-10%[59 µM]	-7%	3	0%	-7%	-3%	18%	1%	-24%
CCOc1ccc(NC(=O)CN(c2ccc(CC)cc2)S(=O)(=O)c2c(C)noc2C)cc1	5%[59 µM]	-18%	-3	-13%	-3%	3%	1%	24%	-16%
Cc1n(Cc2ccccc2)c2cc([N+](=O)[O-])ccc2[n+]1Cc1ccccc1	/	-16%	-7	1%	13%	1%	22%	39%[activator]	0%
Clc1ccc(CSc2nnc(-c3cccnc3)o2)cc1	16%[0.501 µM]	6%	-1	-6%	-9%	-5%	6%	48%[activator]	-1%
C=Cn1cc[n+](CC(=O)c2cc(C(C)(C)C)c(O)c(C(C)(C)C)c2)c1	/	-11%	-1	-2%	-2%	-2%	0%	41%[activator]	-7%
O=C(c1ccc(Cl)c(S(=O)(=O)N2CCOCC2)c1)N1CCCCC1	-1%	-1%	7	-8%	-34%	4%	0%	35%	-13%
O=C1CC(c2cccc(O)c2)c2cc3c(cc2N1)OCO3 (stereo not drawn)	-2%[59 µM]	-21%	-3	-9%	-24%	21%	5%	-2%	-20%
C/C(=N\NC(=O)COc1ccc(C)cc1[N+](=O)[O-])c1ccc2c(c1)OCCO2	/	-14%	0	-2%	/	-4%	-11%	32%	-5%
Cc1cc(O)c(C(=O)/C=C/c2c(F)c(F)c(F)c(F)c2F)c(=O)o1	-25%[2.33 µM]	35µM*	-5	-4%	3%	?	?	16%	-20%
Cc1sc2nc(-c3ccco3)oc(=O)c2c1C	19%[59 µM]	-15%	4	i	2%	-7%	0%	15%	17%
COc1cc(C(=S)N2CCOCC2)cc(OC)c1OC(=O)c1cccc(C)c1	?	-10%	-4	7%	-38%	3%	0%	-5%	?
COCCSc1ccccc1C(=O)N1CCN(c2ccccc2OC)CC1	-23%	-16%	3	11%	?	0%	-1%	60%[activator]	-7%
COCc1c(Br)c(C)nc2sc3c(=O)n(-c4cccc(Br)c4)nnc3c12	-23%[59 µM]	-2%	0	3%	-1%	-11%	-7%	18%	-21%
COCCN(C(=O)c1ccc(NC2CC2)c([N+](=O)[O-])c1)c1c(N)n(CC(C)C)c(=O)[nH]c1=O	-4%[12.7 µM]	-9%	0	i	8%	-4%	0%	38%	-6%

Taken from above:
`COc1ccccc1C(=O)COC(=O)C1CCN(S(=O)(=O)c2ccccc2)CC1` in Pol eta inh: -11%
`C/C(=N\NC(=O)COc1ccc(C)cc1[N+](=O)[O-])c1ccc2c(c1)OCCO2` in HP1b binding inh: 32%

(listing goes on)
SMILES	G9a inh	Pol eta inh	PI4K2A inh	Tb PGK inh	BAZ2B block	GLS inh	Pin1 inh	HP1b binding inh	JMJD2A Tudor
CN(C(=O)CSc1nc2ccccc2n1CC(=O)NCc1ccc(F)cc1)c1ccc(F)cc1	-1%[59 µM]	-22%	-4	-3%	1%	8%	-3%	15%	-15%
COc1ccc2cc(Br)ccc2c1CC(=O)N(C)C	?	-13%	-8	-6%	-10%	-14%	3%	38%	-6%
CCOC(=O)c1cc(C)n(CC2CCC(C(=O)Nc3ccc(OCC)cc3)CC2)c1C (stereo not drawn)	-30%[59 µM]	3%	1	8%	-11%	-14%	3%	19%	-7%
Cc1cc(C)c(S(=O)(=O)N2CCN(Cc3nc4ccc(C)cc4o3)CC2)c(C)c1	-2%[12.7 µM]	-22%	7	i	-1%	3%	-1%	39%	2%
CC(=O)Nc1ccc(S(=O)(=O)n2nc(C)cc2C)cc1	2%[59 µM]	-7%	-1	-6%	7%	2%	-12%	19%	1%
COc1ccc(OC)c(CN2CCC(C(=O)N3CCN(c4ccccc4F)CC3)CC2)c1	10µM*	-10%	3	-2%	?	12%	8%	?	1.4µM*
O=C(NCc1ccco1)c1cc(-c2ccc3c(c2)OCO3)on1	?	-11%	-1	i	-5%	-2%	-2%	8%	-23%
Nc1ccc2c(S(=O)(=O)O)cccc2c1S(=O)(=O)O	/	-19%	-4	-3%	/	-5%	?	52%[activator]	-21%
Cc1ccc(NC(=O)Cn2cnc3cc([N+](=O)[O-])ccc3c2=O)c(Cl)c1	-9%	-12%	-2	-7%	19%	-1%	-1%	34%	3%
O=C(N/C(=C\c1ccccc1)C(=O)N1CCOCC1)c1cccc(Br)c1	?	-7%	-8	0%	8%	-2%	4%	22%	-16%
COc1ccc(Br)c(C(=O)Nc2cccc(S(=O)(=O)N3CCOCC3)c2)c1	5%[59 µM]	-12%	-2	-7%	4%	-1%	1%	31%	-14%
COc1ccc(NS(=O)(=O)c2cc(S(C)(=O)=O)ccc2C)cc1	13%[59 µM]	-9%	5	2%	2%	24%	1%	18%	-13%
Cc1ccc(C)c(NC(NC(=O)c2cccnc2)C(Cl)(Cl)Cl)c1 (stereo not drawn)	22%[0.0925 µM]	-9%	-1	/	-4%	2%	-7%	38%	-17%
Cc1ccc2nc(NC(=O)C3CCCN(S(=O)(=O)c4cnc[nH]4)C3)sc2c1 (stereo not drawn)	?	-10%	1	0%	9%	1%	-25%	0%	-34%
Cc1ccnc(NC(=O)c2ccc3c(c2)NC(=O)C(C)S3)c1 (stereo not drawn)	10%[59 µM]	-9%	-6	-6%	7%	0%	152%[activator]	17%	-14%
CCN1C(=O)/C(=C/C=C2/SCCN2C)SC1=S	8.9µM*	4%	-5	-1%	-19%[57.1 µM]	1%	?	-11%	9%[11.4 µM]
CCn1cc(S(=O)(=O)Nc2cc(C(=O)OC)ccc2C)cn1	30%	-19%	-2	-4%	-11%	0%	-1%	47%[activator]	-5%
O=C(N/N=C/c1cccc(OCc2ccccc2)c1)c1cccs1	4%	1%	-1	-7%	6%	/	7%	25%	18%
S=C(NCCc1ccccc1)NCc1cccc(Cl)c1	8.9µM*	-15%	-1	i	?	3%	5%	37%	3%
O=c1c2ccc(Cl)cc2nc(-c2cccc(C(F)(F)F)c2)n1O	?	-15%	3	-2%	10%	11%	1%	35%	-6%
COc1cc(C2C3=C(COC3=O)Oc3cc4c(cc32)OCO4)ccc1OC(C)=O (stereo not drawn)	/	-18%	2	1%	/	4%	1%	35%	-3%
COc1cc(OC)cc(C(=O)Nc2cccc3nc(C)ccc23)c1	-3%	-11%	5	1%	-17%	-7%	-2%	28%	-3%
CCO[C@H]1OC(C(=O)N2CCCCCCC2)=C[C@@H](c2ccccc2)[C@@H]1CCCO	10%[59 µM]	-14%	3	4%	-13%	7%	1%	12%	-15%
O=C(NCCc1ccccc1)c1ccccc1NC(=O)C1CC=CCC1C(=O)O (stereo not drawn)	10%[59 µM]	-2%	-1	-8%	6%	5%	-1%	12%	-13%
COC(=O)NC(NC(=S)Nc1ccccc1OC)C(Cl)(Cl)Cl (stereo not drawn)	16µM*	-19%	-4	-4%	7%	17%	-2%	41%[activator]	-12%
COC(=O)c1ccccc1NC(=O)CN1CCC(NC(=O)c2ccc(C)cc2)CC1	-34%[2.33 µM]	9%	1	-7%	-8%	2%	-9%	13%	?
CCCCCCCCC(=O)NNC(=O)c1c(O)c2ccccc2n(CC)c1=O	/	-9%	-4	-4%	0%	1%	10%	46%[activator]	6%
CCN(CC)CCCNC(=O)c1nn(-c2ccccc2OC)c(=O)c2ccccc12	46%[59 µM]	-5%	-6	-1%	-1%	-13%	2%	9%	?
Cc1nc(C(=O)NC2CCOCC2)sc1C1(C)CC(c2cccc([N+](=O)[O-])c2)=NO1 (stereo not drawn)	-1%[12.7 µM]	-9%	-2	i	-8%	3%	6%	31%	-24%
CC(C)(C)c1ccc2c(c1)OCC(C(=O)O)O2 (stereo not drawn)	4%[12.7 µM]	-18%	2	2%	6%	1%	1%	41%	2%

This is a subset; count on the stated rates, not on these rows.
